Source: PubChem (several laboratories)
ERa SRC1 inh = ERα–SRC-1 coactivator interaction inhibitors, primary screen, biochemical, TR-FRET, ERα LBD, estradiol-bound; TR-FRET ER-alpha LBD / SRC-1 peptide; inhibition, % at 25.6 µM; actives 1.7% (n = 86,000); in the data active means inhibition above about 50%;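 further: 0% = receptor plus peptide control and 100% = peptide only without receptor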
CD11b adhes inh = inhibitors of CD11b/CD18 adhesion to fibrinogen, primary screen, K562 cells, luminescence. inhibition, % at 10 µM. ATPlite luminescence; Mn2+ added to activate the integrin. actives 0.54% (n = 93,000);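 active means primary inhibition of 50% or more at 10 µM, then 40% or more on retest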; further: some results filed as inactive read as strong as hits
Target sequence (P05107 whole entry, looked up, other chains not shown): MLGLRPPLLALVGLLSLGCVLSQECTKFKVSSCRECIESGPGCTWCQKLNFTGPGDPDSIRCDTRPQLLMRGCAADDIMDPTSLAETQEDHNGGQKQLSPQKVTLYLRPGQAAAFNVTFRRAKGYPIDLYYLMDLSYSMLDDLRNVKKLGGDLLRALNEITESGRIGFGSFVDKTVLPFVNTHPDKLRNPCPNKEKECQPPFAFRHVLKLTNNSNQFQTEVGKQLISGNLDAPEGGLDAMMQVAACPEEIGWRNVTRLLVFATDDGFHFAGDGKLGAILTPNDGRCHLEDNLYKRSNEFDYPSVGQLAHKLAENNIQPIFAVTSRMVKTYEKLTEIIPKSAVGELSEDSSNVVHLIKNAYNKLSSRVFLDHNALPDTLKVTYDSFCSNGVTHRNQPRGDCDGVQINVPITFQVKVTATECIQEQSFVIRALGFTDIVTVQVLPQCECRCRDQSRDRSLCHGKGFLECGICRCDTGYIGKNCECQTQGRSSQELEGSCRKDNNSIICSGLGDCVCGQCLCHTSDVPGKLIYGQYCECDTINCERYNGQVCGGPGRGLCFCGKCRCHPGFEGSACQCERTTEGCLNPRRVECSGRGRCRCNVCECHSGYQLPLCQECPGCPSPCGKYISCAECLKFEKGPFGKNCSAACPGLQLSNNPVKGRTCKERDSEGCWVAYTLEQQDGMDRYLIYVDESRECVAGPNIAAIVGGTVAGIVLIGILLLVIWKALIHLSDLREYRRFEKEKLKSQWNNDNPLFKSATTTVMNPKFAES
Lung fibro prol = antiproliferative effect on LL 47 fibroblasts – human, LL 47 cells, CellTiter-Glo luminescence, primary screen. viability, % at 10 µM. LL 47 human lung fibroblast viability, ATP luminescence; stronger effect = lower value. AID 719, 2007. actives 1.1% (n = 85,000);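 active means viability at or below 50% in the single dose screen; inactive means viability above 50%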;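 further: compound exposure lasted 72 h before the ATP readout; 100% = median luminescence of untreated cell-only wells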
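Benchmarks: Cell-only wells, no compound | Test system: LL 47 human lung fibroblasts, passage 12 or lower | Input: 1,150 cells/well | Measured by: CellTiter-Glo luminescence measuring cellular ATP | Medium: IMEM, 15% FBS supplement | Schedule: Overnight attachment after seeding, then 72 h compound exposure at 37 °C | Doses: Compound addition at 0.1% DMSO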
CD11b adhes enh = enhancers of CD11b/CD18 adhesion to fibrinogen, primary screen, K562 cells, luminescence. AID 1499, 2009. actives 0.07% (n = 93,000). ATPlite luminescence. Integrin beta-2 (Homo sapiens) + Integrin alpha-M (Homo sapiens), P05107+P11215. activation, % at 10 µM;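 active means 10 µM primary screen giving 50% or more activity, confirmed by 40% or more on retest at that dose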; further: strong numbers were not always called active
CYP2C19 inh = blockers of cytochrome P450 2C19 activity – biochemical, luminescence, ADME assay, primary screen. CYP2C19 Supersomes, luciferin-H EGE luminescence, 30 min. inhibition, % at 5 µM. actives 21% (n = 96,000). AID 778, 2007;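 active means CYP2C19 inhibition above a set limit at 5 µM in the primary screen, cut at about 50% in these data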;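 further: plate controls were negative control wells for no effect and 2.5 mM tranylcypromine positive control for full effect; values of inactives mirror those of a sister screen read the other way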
CYP2C19 activ = human CYP2C19 activators, primary screen, biochemical, luminescence; Cytochrome P450 2C19 (Homo sapiens), P33261; recombinant CYP2C19, luciferin-H EGE luminescence; stronger effect = higher value; 0 = fully inhibited enzyme, 1 = untreated enzyme; activation factor at 5 µM; 96,000 tested, under 10 active; AID 1025, 2008;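 active means activation factor of at least 2 at 5 µM in the primary screen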;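 further: 0 = wells with 2.5 mM tranylcypromine and 1 = vehicle-only wells; values of inactives mirror those of a sister screen read the other way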
HUVEC inhibit = inhibitors of HUVEC proliferation, primary screen, cell-based, 384-well; CellTiter-Glo luminescence, 72 h; stronger effect = lower value; viability, % at 10 µM (by protocol); actives 1.1% (n = 86,000); AID 648, 2007;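 active means viability at or below 30%; inactive means viability above 30%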;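 further: 100% = median luminescence of DMSO-only cell control wells on each plate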
ERa coact pot = enhancers of ERα–SRC-1 coactivator binding, primary screen, biochemical, TR-FRET, ERα LBD, low estradiol. coactivator binding (% of control), % at 25.6 µM. Estrogen receptor (Homo sapiens), P03372. TR-FRET ERalpha-LBD/SRC-Cy5 coactivator binding, 2 h; 100 = basal binding, no effect. actives 1.3% (n = 86,000). AID 639, 2007; in the data active means activity above about 200%;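 further: binding measured in presence of low estradiol as agonist stimulus; 0% = peptide alone without receptor and 100% = receptor with peptide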
H69AR inhibit = proliferation blockers of H69AR lung cancer cells, primary screen, cell-based, human, 86K library; AID 598, 2007; actives 6% (n = 85,000); H69AR lung tumor viability, ATP luminescence, 72 h; stronger effect = lower value; viability, % at 10 µM;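 active means viability at or below 40%; inactive means viability above 40%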;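 further: multidrug resistant small cell line overexpressing MRP-1 efflux transporter; 100% = mean luminescence of untreated control wells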
Active calls of the source: *; . = no result given; [ ] = remark or other dose.

no.	compound	ERa SRC1 inh	CD11b adhes inh	Lung fibro prol	CD11b adhes enh	CYP2C19 inh
1	CCCS(=O)(=O)n1nc(-c2ccc(OC)cc2)cc1N	-5	-8	106	5	94*
2	CCOC(=O)C1=C(C)NC(=O)NC1c1ccc2c(c1)OCO2 (stereo not drawn)	4	-1	96	-3	43
3	CCCN1Cc2cccc(C(=O)Nc3ccc(N4CCN(CC)CC4)cc3)c2C1=O	16	.	103	.	.
4	C(=N\c1nc2ccccc2n1CCN1CCOCC1)/c1cccs1	-7	-2	91	-9	5
5	COc1ccc(OCCNS(=O)(=O)c2ccc3oc4ccccc4c3c2)cc1	.	-1	.	1	26
6	O=S(=O)(c1ccc(S(=O)(=O)n2cnc3ccccc32)cc1)N1CCCCCC1	2	-8	102	-1	8
7	Cn1c2c(c(=O)n(C)c1=O)C(NC(=O)C(C)(C)C)(C(F)(F)F)C(=O)N2 (stereo not drawn)	-4	5	100	-2	-12
8	Cc1ccc(/C=c2/sc3n(c2=O)CCCN=3)o1	13	.	97	.	.
9	CCCc1[nH]nc2c1C(c1ccc(OC)cc1OC)C(C#N)=C(N)O2 (stereo not drawn)	.	5	.	1	26
10	Cc1ccc(-n2ncc3c(N4CCC5(CC4)OCCO5)ncnc32)c(C)c1	14	2	91	2	-26
11	C[N+]1(CC(=O)Nc2ccccc2Cl)CCN(C(=O)c2cccs2)CC1	-5	6	105	1	-12
12	CCOC(=O)N1CCN(Cc2nc3c(c(=O)[nH]c(=O)n3C)n2Cc2ccccc2C)CC1	3	.	98	.	-4
13	COc1ccc(OC)c(Nc2cc(C)nc3ccccc23)c1	2	3	87	-1	56*
14	O=C(CNC(=O)c1ccc(Br)cc1)NCCc1nc2ccccc2[nH]1	-6	-2	84	1	29
15	O=C(c1cc2c(s1)CCCC2)N1CCN(C(=O)C2CCCO2)CC1 (stereo not drawn)	-6	4	110	1	41

no.	CYP2C19 activ	HUVEC inhibit	ERa coact pot	H69AR inhibit
1	0.1	104	105	92
2	0.6	101	103	92
3	.	84	85[fluorescence artefact?]	22*
4	0.9	99	108[fluorescence artefact?]	90
5	0.7	.	.	.
6	0.9	102	95	103
7	1.1	109	112	94
8	.	93	86[fluorescence artefact?]	98
9	0.7	.	.	.
10	1.3	85	80	55
11	1.1	99	106	96
12	1	103	105	67
13	0.4	82	119[fluorescence artefact?]	107
14	0.7	82	83	106
15	0.6	96	99	84

no.	compound	ERa SRC1 inh	CD11b adhes inh	Lung fibro prol	CD11b adhes enh	CYP2C19 inh
16	O=c1c2ccccc2sc2nc(C3CCCCC3)n(Cc3ccco3)c(=O)c12	46[fluorescence artefact?]	28	93	48	10
17	CC(C)(C)c1cc(CN(CCO)CCO)cc(C(C)(C)C)c1O	1	-20	97	-3	15
18	CNC(=O)Cn1ncc2c(C)n(Cc3ccc(C)cc3)c(C)c2c1=O	.	-26	.	-5	-2
19	COc1ccccc1N(C)S(=O)(=O)c1ccc(C(=O)OCC(=O)NCc2ccco2)cc1	-3	3	100	-3	35
20	Cc1ccc(C(=O)Nc2ccc3c(c2)OCO3)o1	19	-35	81	8	16
21	Cc1nc(N2CCN(C(c3ccccc3)c3ccccc3)CC2)nc2c1C(=O)CCC2	-3	-3	94	-3	8
22	Cc1cc(NC(=O)C2C3C(=O)N(Cc4ccc(Cl)cc4)C(C(=O)NC4CCCCC4)C34C=CC2(C)O4)no1 (stereo not drawn)	-5	.	107	.	2
23	CCCc1nc2ccccc2c(=O)n1N	4[fluorescence artefact?]	0	99	-3	5
24	CCN(CC)CCn1c2ccccc2c2cnc(N=CN(C)C)c(C#N)c21	4	0	64	-3	12
25	O=C(c1ccco1)N1CCN(c2cc(=O)n(-c3ccc(Cl)cc3)c(=O)[nH]2)CC1	3	-21	105	-2	2
26	CCCCC(=O)NNC(=S)NC(=O)c1cccc([N+](=O)[O-])c1	.	3	.	-1	7
27	CC(C)(C)c1cn(-c2ccc(Cl)cc2)c(=S)[nH]1	-3	-1	99	-1	73*
28	CN(C)CCNC(=S)Nc1ccc(Cl)cc1	.	-40	.	-1	16
29	Cc1cccc2cc(C#N)c(NCCNC(=S)NCCCN3CCOCC3)nc12	.	-32	.	-1	6
30	S=c1nc(-c2ccccc2)n(CCCN2CCOCC2)c2c1CCCC2	-2	6	95	-1	-7

no.	CYP2C19 activ	HUVEC inhibit	ERa coact pot	H69AR inhibit
16	0.9	85	222*	78
17	0.8	100	117	94
18	1	.	.	.
19	0.7	85	97	96
20	0.8	78	88[fluorescence artefact?]	65
21	0.9	101	114	.
22	1	94	112[fluorescence artefact?]	94
23	1	99	114	97
24	0.9	76	163[fluorescence artefact?]	84
25	1	109	109	98
26	0.9	.	.	.
27	0.3	99	98	113
28	0.8	.	.	.
29	0.9	.	.	.
30	1.1	101	101	76

no.	compound	ERa SRC1 inh	CD11b adhes inh	Lung fibro prol	CD11b adhes enh	CYP2C19 inh
31	COC(=O)Nc1ccc(S(=O)(=O)Nc2ccccc2F)cc1	-19	-6	101	-2	50*
32	FC(F)(F)c1cccc(NC(=S)N2CCN(c3cccc(C(F)(F)F)c3)CC2)c1	.	11	.	-3	2
33	COc1ccc(-c2nc(CSCC(=O)NCc3ccc4c(c3)OCO4)c(C)o2)cc1	-2	1	99	4	95*
34	Cc1ccc(C(C(=O)NC2CCCCC2)N(Cc2ccco2)C(=O)Cc2c[nH]c3ccccc23)o1 (stereo not drawn)	.	14	.	1	54*
35	COc1ccc(CNC(=O)CN(Cc2ccc(Cl)cc2)S(=O)(=O)c2ccccc2)cc1	7[fluorescence artefact?]	4	98	-2	42
36	CC(=O)CSc1nc(N)c(C#N)c(-c2cccs2)c1C#N	0	-12	103	-2	-13
37	Cc1ccc(N(CC(=O)Nc2cc(C)cc(C)c2)S(=O)(=O)c2cccc3nonc23)cc1	4[fluorescence artefact?]	16	101	3	14
38	COc1ccc(C2=Nn3c(nnc3-c3ccco3)SC2)cc1	6	-26	78	2	56*
39	CCc1ccc(/C=C2\CN(CC)Cc3c2nc2ccccc2c3C(=O)O)cc1	.	5	.	-1	21
40	O=C(NCCCN1CCOCC1)c1csc2c1CCCC2	.	16	.	-6	-5
41	COc1ccc(OC)c(C2=NOC(C(=O)N3CCCc4ccccc43)C2)c1 (stereo not drawn)	1	14	106	0	41
42	O=C(NCc1cccnc1)C1CC(c2ccc(F)cc2)=NO1 (stereo not drawn)	2	3	.	-2	10
43	COc1cccc(NC(=O)CCc2nc(-c3ccccc3F)no2)c1	-6	4	100	-2	26
44	Cc1cc2nn(-c3cccc4ccccc34)nc2cc1NC(=O)c1cccs1	-2	-3	93	-4	30
45	O=S(=O)(N1CCCCC1)N1CCN(c2ccccc2F)CC1	3	13	91	-2	11

no.	CYP2C19 activ	HUVEC inhibit	ERa coact pot	H69AR inhibit
31	0.5	105	102	97
32	1	.	.	.
33	0	96	109	81
34	0.5	.	.	.
35	0.6	80	109[fluorescence artefact?]	97
36	1.1	86	102	41
37	0.9	93	104	97
38	0.4	66	64	20*
39	0.8	.	.	.
40	1	.	.	.
41	0.6	99	100	86
42	0.9	106	151	101
43	0.7	82	94	89
44	0.7	108	126	72
45	0.9	91	101	105

no.	compound	ERa SRC1 inh	CD11b adhes inh	Lung fibro prol	CD11b adhes enh	CYP2C19 inh
46	COc1ccc(CC(=O)Nc2ccc(-c3nc4cc(C)ccc4o3)c(O)c2)cc1OC	90*[fluorescence artefact?]	-3	40*	32	4
47	Cc1c(C(=O)NCCSCc2c(Cl)cccc2Cl)cccc1[N+](=O)[O-]	.	0	.	-5	13
48	COc1ccc(N2C(=O)C3C(C2=O)C2C=CC3C23CC3)c(OC)c1 (stereo not drawn)	-3	-3	103	-3	-9
49	Cc1ccc(-n2c(C)nc3c(cnn3-c3ccc(F)cc3)c2=O)cc1C	3	.	97	.	6
50	CCOC(=O)c1c(NC(=O)Cn2nc(C(F)F)cc2C(F)F)sc(C)c1C	.	2	.	2	28
51	Cc1n[nH]c(=O)nc1NCCN(C)C	-2	-6	100	1	2
52	Cn1c(C(=O)NCCCN2CCCCC2)cc2sccc21	7[fluorescence artefact?]	-7	100	-2	5
53	Fc1ccc(CSc2nc3ncccc3[nH]2)cc1	8	3	97	0	82*
54	Cc1ccccc1OCC(=O)Nc1ccc(N2CCN(S(C)(=O)=O)CC2)cc1	11	-10	103	2	-17
55	CCC(C)NCCOCCOc1ccc(C)cc1Br (stereo not drawn)	.	5	.	0	39
56	CC(=O)Nc1ccc2[nH]c3ccccc3c2c1	-4	5	115	-4	73*
57	COc1cc(NC(=O)c2ccc(S(=O)(=O)N(C)C)cc2)cc(OC)c1OC	-11	7	99	0	9
58	Cc1cc(C)n2c(SCC(=O)N(C)C3CCS(=O)(=O)C3)nnc2n1 (stereo not drawn)	6	.	98	.	-17

no.	CYP2C19 activ	HUVEC inhibit	ERa coact pot	H69AR inhibit
46	1	91	122[fluorescence artefact?]	49
47	0.9	.	.	.
48	1.1	94	114	83
49	0.9	88	129[fluorescence artefact?]	84
50	0.7	.	.	.
51	1	96	125[fluorescence artefact?]	93
52	0.9	88	114	92
53	0.2	88	104	86
54	1.2	98	106	68
55	0.6	.	.	.
56	0.3	103	124	82
57	0.9	81	95	80
58	1.2	102	94	93

Of the compounds above, these have a furan ring, fused or not:
no.	compound	ERa SRC1 inh	CD11b adhes inh	Lung fibro prol	CD11b adhes enh	CYP2C19 inh
5	COc1ccc(OCCNS(=O)(=O)c2ccc3oc4ccccc4c3c2)cc1	.	-1	.	1	26
8	Cc1ccc(/C=c2/sc3n(c2=O)CCCN=3)o1	13	.	97	.	.
16	O=c1c2ccccc2sc2nc(C3CCCCC3)n(Cc3ccco3)c(=O)c12	46[fluorescence artefact?]	28	93	48	10
19	COc1ccccc1N(C)S(=O)(=O)c1ccc(C(=O)OCC(=O)NCc2ccco2)cc1	-3	3	100	-3	35
20	Cc1ccc(C(=O)Nc2ccc3c(c2)OCO3)o1	19	-35	81	8	16
25	O=C(c1ccco1)N1CCN(c2cc(=O)n(-c3ccc(Cl)cc3)c(=O)[nH]2)CC1	3	-21	105	-2	2
34	Cc1ccc(C(C(=O)NC2CCCCC2)N(Cc2ccco2)C(=O)Cc2c[nH]c3ccccc23)o1 (stereo not drawn)	.	14	.	1	54*
38	COc1ccc(C2=Nn3c(nnc3-c3ccco3)SC2)cc1	6	-26	78	2	56*

no.	CYP2C19 activ	HUVEC inhibit	ERa coact pot	H69AR inhibit
5	0.7	.	.	.
8	.	93	86[fluorescence artefact?]	98
16	0.9	85	222*	78
19	0.7	85	97	96
20	0.8	78	88[fluorescence artefact?]	65
25	1	109	109	98
34	0.5	.	.	.
38	0.4	66	64	20*
